Screening data from PubChem.
GPR7 antag = blocks human GPR7 receptor signaling; P48145; GPR7-expressing cells, fluorescence antagonist assay; inhibition, % at 4.4 µM; actives 1.1% (n = 290,000); AID 1861; in the data active = inhibition above about 16%, passing the limit was not always enough;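 note: cells stimulated with the agonist NPW; 0% = agonist with vehicle and 100% = vehicle without agonist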
Target sequence (P48145 whole entry, looked up): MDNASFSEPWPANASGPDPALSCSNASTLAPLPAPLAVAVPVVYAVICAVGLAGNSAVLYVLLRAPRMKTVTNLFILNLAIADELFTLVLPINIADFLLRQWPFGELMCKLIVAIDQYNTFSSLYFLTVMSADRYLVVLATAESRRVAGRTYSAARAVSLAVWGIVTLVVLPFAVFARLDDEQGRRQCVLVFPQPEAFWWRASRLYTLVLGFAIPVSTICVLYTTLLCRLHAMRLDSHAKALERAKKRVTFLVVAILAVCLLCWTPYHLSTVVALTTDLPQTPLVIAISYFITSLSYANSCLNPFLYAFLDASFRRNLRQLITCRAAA
MEKK2 mut-MEK5 = signal of MEK5 binding to mutant human MEKK2 PB1 domain. percent response, % at 10 µM. AID 1530. bead flow cytometry, Alexa488-MEK5 binding to MEKK2 mutant. actives 0.35% (n = 290,000); in the data active = percent response above about 24%, passing the limit was not always enough; note: inactives centre near 1; some results filed as inactive read as strong as hits; reference of the scale not given here
GalR3 antagonist = blocks the human galanin receptor 3. HEK293 GalR3-CNG cAMP membrane potential fluorescence; galR3 body fused to GalR1 C-terminus. O60755. inhibition, % at 3 µM. actives 0.44% (n = 360,000);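 active = inhibition above the screen-wide average plus 3 SD, cut at about 13% in these data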;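 note: forskolin and galanin both at EC90 stimulate the cells; cAMP rise reported by CNG channel membrane potential dye signal; 0% = forskolin plus galanin with DMSO and 100% = forskolin alone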
Target sequence (O60755 1-299 limits assumed): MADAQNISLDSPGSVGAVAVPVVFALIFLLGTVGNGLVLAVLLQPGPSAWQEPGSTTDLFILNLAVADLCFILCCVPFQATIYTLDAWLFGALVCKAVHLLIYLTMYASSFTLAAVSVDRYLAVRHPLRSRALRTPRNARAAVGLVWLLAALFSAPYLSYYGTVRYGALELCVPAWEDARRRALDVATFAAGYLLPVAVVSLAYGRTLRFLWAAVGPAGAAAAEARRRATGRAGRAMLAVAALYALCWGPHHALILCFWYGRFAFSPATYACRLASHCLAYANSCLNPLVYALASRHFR
OXTR agonist = human OXTR agonism; P30559; CHO-OTR cells, Fluo-8 calcium fluorescence; normalized: DMSO 0%, oxytocin 100%; activation, % at 3 µM; actives 0.32% (n = 320,000);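 active = activation above the mean of all tested compounds plus 3 SD, cutoff set per screening run, cut at about 20% in these data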;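 note: peak over basal fluorescence ratio from a 100 s FLIPR kinetic read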
NALP1 yeast inh = NALP1 inhibition | S. cerevisiae NALP1/ASC/caspase-1 growth, X-gal OD620, 72 h | inhibition, % at 10 µM | actives 0.61% (n = 280,000); in the data active = inhibition mostly above about 24%, no sharp cut-off; inactive = mostly below about 32%; note: some compounds called inactive have numbers as strong as hits
V1aR counter = V1a receptor agonism, counter-screen for OXTR agonists; actives 0.25% (n = 320,000); CHO-V1R cells, Fluo-8 calcium fluorescence, agonist mode; 0% DMSO, 100% 3 nM vasopressin; P37288; activation, % at 3 µM; AID 2797;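 active = activation above the mean activation of all tested compounds plus 3 SD, per screening run, cut at about 20% in these data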;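 note: signal is peak over basal fluorescence ratio across a 100 second FLIPR read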
Target sequence (P37288 whole entry, looked up): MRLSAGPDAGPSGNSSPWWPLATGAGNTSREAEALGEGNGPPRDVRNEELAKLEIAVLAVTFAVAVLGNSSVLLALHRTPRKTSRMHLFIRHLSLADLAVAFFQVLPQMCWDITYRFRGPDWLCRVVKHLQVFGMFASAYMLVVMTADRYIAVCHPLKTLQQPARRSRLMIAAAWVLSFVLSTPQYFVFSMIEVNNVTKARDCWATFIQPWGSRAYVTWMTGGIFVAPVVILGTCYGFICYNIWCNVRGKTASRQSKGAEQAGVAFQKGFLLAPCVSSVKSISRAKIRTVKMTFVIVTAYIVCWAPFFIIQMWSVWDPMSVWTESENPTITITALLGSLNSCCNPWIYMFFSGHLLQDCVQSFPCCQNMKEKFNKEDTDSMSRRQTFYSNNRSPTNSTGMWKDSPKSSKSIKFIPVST
MEKK3 PB1 HTS = raises or lowers MEK5 binding to the human MEKK3 PB1 domain; Q99759; AID 1529; binding response (% of control), % at 10 µM; bead-based flow cytometry, Alexa488-MEK5 binding to MEKK3; actives lie on both sides; 0 = blocked by unlabeled MEK5, 100 = vehicle; actives 1.4% (n = 290,000);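 active = binding response more than 3 SD above or below the average of its plate-row segment, actives on both sides; inconclusive = wells at one plate position flagged as instrument error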;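 note: Alexa488 bead fluorescence after subtracting the streptavidin-only scavenger bead signal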
PHOSPHO1 inh = inhibitors of human PHOSPHO1 phosphatase. recombinant PHOSPHO1, absorbance phosphatase assay. actives 1.1% (n = 290,000). inhibition, % at 13.3 µM. Q8TCT1; in the data active = inhibition above about 60%
MEKK2 WT-MEK5 = raises or lowers MEK5 binding to wildtype human MEKK2 PB1 domain; actives 1.1% (n = 290,000); bead flow cytometry, Alexa488-MEK5 binding to MEKK2 WT; actives lie on both sides; binding response (% of control), % at 10 µM; in the data active = binding response below about 67% or above about 130%; inconclusive = no clear call, values can overlap the other calls; inactive = in between
An asterisk follows results filed as active; u = inconclusive; x = no result given; [ ] = dose if it differs, or a comment.

Below each SMILES – GPR7 antag	MEKK2 mut-MEK5	GalR3 antagonist	OXTR agonist	NALP1 yeast inh	V1aR counter	MEKK3 PB1 HTS	PHOSPHO1 inh	MEKK2 WT-MEK5
> Cc1ccc(C(=O)Nc2ncnc3sc4c(c23)CCCCC4)cc1
  -3.3	-1.0	-9.2	-2.6	0.6	4.3	100.0	18.2	99.0
> CCCOC1CCCN(C(=O)c2ccc(OC3CCN(C(=O)COC)CC3)cc2)C1 (configuration not stated)
  -0.7	-1.0	-0.8	1.2	-10.2	0.7	94.0	2.9	97.0
> Cc1cc(Nc2ccccc2)c2c([N+](=O)[O-])ccc(C)c2n1
  -26.1	-2.0	-5.6	-2.4	-5.8	-1.8	97.0	-23.5	94.0
> Nc1ncnc2c1ncn2C1CCC(CO)C(O)C1 (configuration not stated)
  -18.0	6.0	-1.0	0.8	-2.0	0.8	96.0	13.8	103.0
> O=C(N1CCN(c2cccc(Cl)c2)CC1)C1(S(=O)(=O)c2ccc(Cl)cc2)CC1
  -3.6	-2.0	-1.1	-0.2	8.8	0.8	101.0	-33.8	96.0
> COc1ccc(NC(=S)N2c3ccccc3CC2C)cc1OC (configuration not stated)
  -7.1	-5.0	-4.5	-0.6	12.7	0.4	74.0*[inhibitor]	-35.1	85.0
> CCc1nc2sc3ccccc3c(=O)c2c(=O)n1Cc1ccco1
  -11.9	0.0	-0.9	1.9	7.4	0.2	105.0	3.4	102.0
> Cc1ccc(NC(=O)c2ccc([N+](=O)[O-])o2)cc1C
  -17.3	9.0	-4.3	-1.6	-20.6	-0.5	101.0	26.5	99.0
> O=c1c(Cl)c(Cl)cnn1-c1ccccc1
  -7.2	1.0	5.6	x	30.1	x	133.0*	14.1	108.0
> COc1ccccc1-n1cnnc1SCC(=O)Nc1cccc(S(N)(=O)=O)c1
  -8.0	10.0	-8.8	0.5	3.9	1.3	100.0	18.4	102.0
> CC(=O)OCc1c(C(F)(F)F)nn(C)c1Oc1cccc(C(F)(F)F)c1
  4.3	0.0	-3.4	-1.8	-0.8	-0.5	105.0	-10.0	104.0
> O=S(=O)([N-]c1nc2ccccc2nc1-n1cc[n+](Cc2ccccc2)c1)c1ccccc1
  3.0	9.0	-6.2	0.1	30.3	0.4	107.0	10.6	103.0
> CCOc1ccc(NC(=O)CNC(=O)Cc2ccccc2)cc1
  -2.9	3.0	-9.2	x	10.7	x	103.0	22.5	101.0
> O=C(O)/C=C\C(=O)Nc1ccc(OCc2ccccc2)cc1
  1.6	1.0	-5.9	1.5	5.1	0.5	130.0*	32.5	116.0
> O=C(NCC1CCCO1)C1CCN(S(=O)(=O)c2cccnc2)CC1 (configuration not stated)
  -0.7	0.0	-0.7	1.8	-1.8	0.3	101.0	-6.8	102.0
> CCC(C(=O)NC1CCCC1)N(C(=O)Cn1nnc(-c2cccs2)n1)c1cnc2ccccc2c1 (configuration not stated)
  3.4	-5.0	-2.6	-1.5	27.4	-1.1	94.0	38.7	96.0
> CCN(CC(=O)Nc1cc(Cl)ccc1C)C(=O)c1ccc(=O)n(Cc2ccccc2)n1
  8.5	11.0	-3.2	1.2	8.1	1.3	102.0	61.7*	105.0
> COc1ccc(NC2CCCN(C(=O)c3cc(CC(C)C)nc(N)n3)C2)cc1 (configuration not stated)
  -11.2	2.0	-5.0	-0.4	-3.2	0.2	104.0	26.1	104.0
> NS(=O)(=O)c1ccc(NC2=CC(c3ccc([N+](=O)[O-])cc3)N(c3ccc(S(N)(=O)=O)cc3)C2=O)cc1 (configuration not stated)
  -10.1	1.0	-6.2	0.8	20.7	0.2	101.0	28.5	94.0
> COc1ccc(NC(=O)/C=C/c2cc(OC)c(OC)c(OC)c2)cn1
  -2.8	0.0	2.5	-0.5	7.3	-0.3	101.0	16.5	104.0
> COC(C(=O)Nc1ccnn1C1CCN(C(=O)c2cccc(F)c2)CC1)c1ccccc1 (configuration not stated)
  -1.4	4.0	-6.1	0.7	14.3	0.4	103.0	49.6	99.0
> COc1ccc(NC(=O)c2ccc(NCCCN3CCOCC3)c([N+](=O)[O-])c2)cc1
  0.9	9.0	-8.4	-0.1	10.3	0.8	100.0	-18.9	112.0
> Cc1cc(C)n(-c2cc(C(C)(C)C)nc3c(-c4ccccc4)cnn23)n1
  -21.9	-11.0	-1.2	-0.2	-5.1	0.6	96.0	28.8	99.0
> Cc1ccccc1CC1(CO)CCCN(C(=O)c2ccc(F)cc2)C1 (configuration not stated)
  -0.1	5.0	-0.3	0.4	6.4	0.7	102.0	-3.1	103.0
> COC(=O)Nc1snnc1C
  -1.7	0.0	2.5	1.9	18.2	1.1	97.0	-18.2	102.0
> CCN1CCN(c2cc(=O)n(Cc3ccc(F)cc3)c(=O)[nH]2)CC1
  -0.8	-5.0	-0.7	1.0	24.5	1.2	87.0	47.5	97.0
> COCCNC(=O)Cn1cnc2sc(C)c(S(=O)(=O)N3CCN(c4ccccc4OC)CC3)c2c1=O
  -7.1	1.0	-6.8	0.7	11.9	0.9	107.0	-4.0	111.0
> Cc1cc(C)c(OCCN2CC(C)OC(C)C2)c(Br)c1 (configuration not stated)
  2.2	-4.0	-4.2	1.2	15.5	1.3	99.0	39.4	95.0
> CCCCN(CC)CCCNC(=S)Nc1ccc2nc3n(c(=O)c2c1)CCCCC3
  1.4	-1.0	3.3	0.6	23.0	1.4	94.0	-18.9	98.0
> O=C(c1cccc2ccccc12)n1nnc2ccccc21
  -2.3	10.0	x	2.4	x	0.6	104.0	x	108.0
> CC1(C)CC(=O)C(C(C2=C(O)CC(C)(C)CC2=O)c2ccc(Br)s2)C(=O)C1 (configuration not stated)
  -4.5	0.0	-1.4	-1.3	24.0	-0.5	125.0	0.7	104.0
> O=C(CCNc1ccc(F)cc1)c1cc2ccccc2o1
  -2.6	-1.0	6.7	-0.8	8.2	0.1	111.0	24.1	105.0
> COc1ccc(CNC(=O)c2ccc(C(C)C)cc2)cc1
  -3.6	-5.0	-1.1	0.0	-2.5	-0.5	101.0	22.6	99.0
> CCOC(=O)CCSc1nnc(-c2cccnc2)n1-c1ccccc1OC
  -5.2	2.0	-5.1	-0.1	12.5	-0.8	108.0	-7.2	97.0
> O=[N+]([O-])c1ccc(-n2nnnc2CN2CCCCC2)cc1
  6.5	-8.0	-3.7	-0.3	-3.7	-0.5	105.0	-7.9	94.0
> O=C(COC(=O)CCc1nc2ccccc2c(=O)[nH]1)NC(c1ccccc1)c1ccccc1
  -12.8	-14.0	-5.4	0.3	x	-0.8	94.0	29.7	92.0
> NNC(=O)Cn1c(-c2ccccc2)cc(=O)n2ncnc12
  -3.2	0.0	1.7	0.5	x	0.0	101.0	32.1	97.0
> Cc1ccc(C(=O)C2=C(O)C(=O)N(CC3CCCO3)C2c2ccccc2F)o1 (configuration not stated)
  -1.7	-1.0	-8.4	0.0	6.1	0.1	99.0	14.6	100.0
> Cc1ccc(C(C(=O)NC2CCCCC2)N(CC2CCCO2)C(=O)CNC(=O)c2ccco2)cc1 (configuration not stated)
  2.3	-21.0	5.0	-0.9	4.0	-0.1	u	8.7	u
> O=c1c(-c2ccc(O)cc2)coc2cc(OC3OC(CO)C(O)C(O)C3O)ccc12 (configuration not stated)
  -3.1	7.0	-2.6	0.3	15.7	1.0	109.0	13.3	100.0

No new results follow: an excerpt of the list.
Below each SMILES – GPR7 antag	MEKK2 mut-MEK5	GalR3 antagonist	OXTR agonist	NALP1 yeast inh	V1aR counter	MEKK3 PB1 HTS	PHOSPHO1 inh	MEKK2 WT-MEK5
> COC(C(=O)Nc1ccnn1C1CCN(C(=O)c2cccc(F)c2)CC1)c1ccccc1 (configuration not stated)
  -1.4	4.0	-6.1	0.7	14.3	0.4	103.0	49.6	99.0
> COc1ccc(NC(=O)c2ccc(NCCCN3CCOCC3)c([N+](=O)[O-])c2)cc1
  0.9	9.0	-8.4	-0.1	10.3	0.8	100.0	-18.9	112.0

Carrying on:
Below each SMILES – GPR7 antag	MEKK2 mut-MEK5	GalR3 antagonist	OXTR agonist	NALP1 yeast inh	V1aR counter	MEKK3 PB1 HTS	PHOSPHO1 inh	MEKK2 WT-MEK5
> CCCCn1c(N)c(N(CC(C)C)C(=O)C2CCN(S(=O)(=O)c3ccc(C)c(C)c3)CC2)c(=O)[nH]c1=O
  -11.8	-9.0	2.2	-0.4	16.9	1.4	95.0	41.4	95.0
> CC1CCCCC1Nc1ncnc2sccc12 (configuration not stated)
  -12.2	-2.0	-11.0	4.4	8.0	5.0	102.0	22.4	99.0
> COc1ccc(Nc2ncc(C(=O)O)c3ccccc23)cc1
  -2.5	3.0	-4.0	0.0	18.1	0.3	102.0	7.8	100.0
> O=C(CN(C1CCCCC1)S(=O)(=O)c1ccccc1)NCc1cccnc1
  9.2	-6.0	0.7	-0.3	1.6	-0.1	93.0	-16.7	96.0
> Cn1cc2cccc([N+](=O)[O-])c2n1
  0.6	-5.0	-6.3	1.0	24.4	0.8	106.0	18.8	97.0
> O=C(CCCOc1ccc(Cl)cc1Cl)NCCc1ccccn1
  0.8	11.0	-8.3	-0.4	0.1	0.6	105.0	50.8	109.0
> COc1cc(CCC(=O)N2CCN(c3ncccn3)CC2)cc(OC)c1OC
  -3.0	-6.0	0.3	-0.7	13.3	-0.3	115.0	-19.1	111.0
> Cc1ccccc1N1CC(O)(c2cccs2)[N+]2=C1CCCC2 (configuration not stated)
  13.1	-7.0	-3.3	-0.6	16.3	0.8	105.0	-4.6	100.0
> COc1cc(Cl)c(NS(=O)(=O)c2ccc(-c3ccc(=O)[nH]n3)o2)c(OC)c1
  -5.6	1.0	2.9	0.1	22.8	1.2	98.0	27.6	98.0
> CS(=O)(=O)Nc1ccc(C(=O)NCCC2=CCCCC2)cc1
  -10.1	13.0	-1.6	1.3	x	-0.1	116.0	-16.2	119.0
> Cc1cccc(N2CCN(C(=O)CSc3ccsc3[N+](=O)[O-])CC2C)c1 (configuration not stated)
  17.5	-2.0	-14.4	0.7	21.9	1.3	97.0	17.4	93.0
> Cc1cccc(NC(=O)CSc2nc3ccc(NC(=O)CSc4nnnn4-c4ccccc4)cc3s2)c1C
  4.4	x	1.6	-1.1	7.5	0.6	x	13.5	x
> N#Cc1c(-c2cccc(Br)c2)cc(-c2cccnc2)nc1N
  -10.0	-1.0	-11.9	1.0	16.6	2.9	98.0	-12.9	98.0
> Cc1ccc(Cn2nnnc2CN2CCC(NC(=O)C(C)(C)C)CC2)cc1
  5.1	-7.0	-4.6	-0.7	-6.9	0.7	99.0	-1.1	94.0
> CCOc1ccc(CCNC(=O)CSc2nnnn2C)cc1OCC
  -9.4	-10.0	8.2	-0.6	9.1	0.1	96.0	28.3	94.0
> CCc1ccc(OCC(=O)O/N=C(\N)c2ccncc2)cc1
  20.5	0.0	-4.2	0.0	18.5	4.4	102.0	46.2	105.0
> Cc1cc(-c2ccc(N3C(=O)CCC3=O)c(C)c2)ccc1N1C(=O)CCC1=O
  10.9	5.0	-1.4	-0.3	-9.9	0.8	99.0	-4.9	102.0
> O=C(CN(C(=O)c1csnn1)c1ccccc1F)NCc1ccc2c(c1)OCO2
  -13.0	0.0	-8.0	1.3	8.0	-0.1	101.0	18.4	101.0
> COc1ccccc1Nc1ncc(-c2cccs2)s1
  -7.1	5.0	5.6	-1.4	-3.7	-1.6	106.0	82.0*	105.0
> CCOC(=O)c1c(NC(=O)CSc2nnc(-c3cccnc3)o2)sc(C)c1C
  -6.6	-3.0	9.2	0.5	-29.0	1.1	99.0	1.1	103.0
> CCNc1[nH]c(=O)n(C)c(=O)c1N=O
  10.0	5.0	-0.6	-0.3	-1.5	0.4	105.0	-10.8	108.0

Taken from above:
For OXTR agonist, Cc1ccc(NC(=O)c2ccc([N+](=O)[O-])o2)cc1C shows -1.6
For OXTR agonist, CCN(CC(=O)Nc1cc(Cl)ccc1C)C(=O)c1ccc(=O)n(Cc2ccccc2)n1 shows 1.2
